Source: PubChem
Anthrax LF inh2: anthrax lethal factor protease inhibition; P15917; multiplex microsphere protease cleavage assay, LF; inhibition, % at 10 µM; 360,000 tested, 0.12% active; also: plate controls were buffer without enzyme for full effect and enzyme alone for no effect
PrPC surface inh: cell surface PrPC inhibition, primary TR-FRET screen; P04156; TR-FRET read-out; inhibition, % at 13.8 µM; 370,000 tested, 0.43% active; AID 720596; in the data active = inhibition above about 24%; also: 0% = median of the test wells and 100% = reference compound wells
BoNT A protease: inhibitors of Botulinum neurotoxin A light chain protease; multiplex microsphere protease substrate cleavage, flow cytometry; inhibition, % at 10 µM; 360,000 tested, 0.17% active; also: plate controls were buffer without enzyme for full effect and enzyme alone for no effect
Vc quorum ag: inducers of Vibrio cholerae quorum light production without autoinducers | V. cholerae BH1578 lux reporter, luminescence, 6 h | activation, % at 18.7 µM | 350,000 tested, 0.16% active; in the data active = activation mostly above about 9.7%, no sharp cut-off; inconclusive = no clear call, values can overlap the other calls; inactive = mostly below about 3.7%; also: not every result past the cut was called active; inactives centre near 0; reference of the scale not given here
TcdB GH inh: inhibitors of Clostridioides difficile toxin B glycohydrolase; AID 652162; TcdB glycohydrolase enzymatic assay, plate reader; inhibition, % at 9.99 µM; P18177; 350,000 tested, 0.24% active; in the data active = inhibition above about 10%
PfHsp40 yeast: restores yeast growth despite PfHsp40 toxicity. AID 504582. 340,000 tested, 0.68% active. S. cerevisiae expressing PfHsp40, growth rescue, ATP luminescence. growth rescue, % at 12.5 µM; in the data active = growth rescue above about 28%, passing the limit was not always enough; inconclusive = no clear call, values can overlap the other calls;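 also: yeast W303a lacking pdr1 and pdr3 grown in galactose medium; growth measured after three days at 30 °C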
SSB-PriA inh: K. pneumoniae PriA-SSBct interaction inhibition. AlphaScreen SSBct-PriA binding, biotinylated peptide. 430,000 tested, 0.6% active. AID 1272365. inhibition, % at 33 µM; in the data active = inhibition mostly above about 37%, no sharp cut-off; inactive = mostly below about 20%;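 also: plate controls were negative control peptide for no effect and reference peptide for full effect; strong numbers were not always called active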
SARS 3CLpro inh: SARS-CoV 3CLpro protease inhibition | P0C6X7 | recombinant SARS-CoV 3CLpro, quenched FRET peptide cleavage | inhibition, % at 6 µM | 290,000 tested, 0.14% active | AID 1706; in the data active = inhibition above about 12%
Yp Topo-I inh: blocks Yersinia pestis topoisomerase I activity | Y. pestis Topo-I cleavage product accumulation, plate reader | 360,000 tested, 0.064% active | AID 504884 | activity, % at 10 µM; in the data active = activity above about 50%, passing the limit was not always enough; inconclusive = no clear call, values can overlap the other calls; also: inactives centre near 2
Numbers without * were called inactive; i = inactive; ? = inconclusive; nt = no result given; & = joins results of further samples. Rule as the data show it, unless noted: active = inhibition above about 30%; inconclusive = no clear call, values can overlap the other calls; inactive = below that. These rows are one share of the data; the hit share may differ from the screen's.

| structure | Vc quorum ag | TcdB GH inh | Anthrax LF inh2 | PrPC surface inh | PfHsp40 yeast | BoNT A protease | SARS 3CLpro inh | Yp Topo-I inh | SSB-PriA inh |
| --- | --- | --- | --- | --- | --- | --- | --- | --- | --- |
| CC1=C(C)CC2(C(=O)NC(=S)NC2=O)C(C)C1 (stereo not given) | -1.9 | 1.1 | 3 | 0 | -1.9 | 0.4 | nt | -4 | -10 |
| CCOc1cccc(CNCCc2c(C)[nH]c3ccc(OC(F)(F)F)cc23)c1O | i | 1.7 | 0 | 12 | -1.1 | -0.2 | 3 | -21 | -6 |
| COc1ccc(NC(=O)C2(C)CCN2C(=O)Cc2ccc(Cl)cc2Cl)cc1OC (stereo not given) | i | 0.6 | -7 | 6 | nt | 0.2 | nt | 22 | nt |
| COC(=O)CN(c1ccc(C)cc1)S(=O)(=O)c1c(C)[nH]c(=O)[nH]c1=O | 1.5 | nt | -1 | -1 | -0.7 | ? | -1 | -11 | -11 |
| O=S(=O)(Cc1nc2ccccc2s1)c1ccccc1 | -1.0 | nt | -2 | 4 | -1.2 | -0.3 | -2 | -3 | -3 |
| O=C(N/N=C/c1cn(-c2ccccc2)nc1-c1cc2ccccc2o1)c1cccnc1 | i | -0.8 | -2 | 1 | 0.2 | -0.8 | -2 | 0 | nt |
| Cc1ccc(/C=C/C(=O)O)cc1S(=O)(=O)Nc1ccccc1C(=O)O | 0.2 | 0.2 | -4 | 4 | 0.9 | 0.3 | 1 | 8 | -17&7 |
| Cc1ccc(CSCC(=O)Nc2cc(S(=O)(=O)N3CCOCC3)ccc2OCC(F)(F)F)cc1 | i | 1.1 | -13 | 5 | 0.4 | -0.4 | nt | 26 | -5 |
| C[C@@H]1CN(c2nc3nonc3nc2N2CCSCC2)C[C@H](C)O1 | i | 1.3 | -2 | -5 | -0.7 | -0.4 | -1 | -4 | -5 |
| O=C(Oc1ccc(Br)cc1C(=S)N1CCOCC1)c1ccc([N+](=O)[O-])cc1[N+](=O)[O-] | -0.3 | 1.3 | -3 | -17 | 8.0 | -3.8 | 0 | 10 | -2 |
| CN(C)/N=C/c1ccc(OC(=O)c2cccc([N+](=O)[O-])c2)cc1 | -0.2 | -0.3 | -2 | -6 | 0.2 | -1.4 | 3 | 6 | nt |
| CNc1nc(-c2ccc3c(c2)CCN3C(=O)c2ccccc2F)cs1 | -0.1 | 2.8 | -3 | 7 | 8.3 | -1.4 | -3 | -6 | -1 |
| CN(CC(=O)Nc1ccccc1Br)Cc1nc2ccccc2c(=O)[nH]1 | -3.6 | nt | -1 | -3 | 0.1 | -0.8 | -6 | 12 | -21 |
| COc1ccccc1NS(=O)(=O)c1cccc(C(=O)N/N=C/c2ccc(C)o2)c1 | -0.2 | 1.2 | -6 | -1 | -1.1 | 1.4 | 3 | 7 | nt |
| CC(NC(=O)c1cc2sccc2n1C)c1ccc2c(c1)OCCO2 (stereo not given) | -0.6 | nt | -5 | 10 | 1.7 | -1.8 | 7 | 4 | 9 |
| CN(Cc1ccc(C(F)(F)F)cc1)C(=O)c1ccc2ccccc2n1 | i | -0.7 | 8 | 4 | 1.3 | -1.9 | 3 | -3 | -7 |
| CCn1nc(C)cc1C(=O)NC1CCCc2c1cnn2-c1ccc(C)c(C)c1 (stereo not given) | i | 1.8 | -2 | 13 | 0.3 | 2.6 | -1 | 14 | 1 |
| Cc1occc1C(=O)NC(C)c1ccc2c(c1)OCO2 (stereo not given) | 4.2 | 0.6 | -2 | -1 | -0.7 | -0.1 | -7 | -1 | -12 |
| Cc1nc2ccc(Cl)cc2nc(C)/c1=N\O | -0.6 | nt | 5 | -1 | 0.6 | 0.1 | 1 | -8 | nt |
| Cn1ccnc1SCc1ccc([N+](=O)[O-])cc1 | i | nt | 2 | -11 | 0.0 | ? | 4 | 1 | -1 |
| O=C(/C=C/c1c(F)cccc1Cl)Nc1nc2ccccc2[nH]1 | i | 0.6 | -1 | 6 | -0.7 | 0.1 | 0 | 2 | -5 |
| C=CCOc1ccc(CC2C(=O)N(C)C(=O)N(C)C2=O)cc1 | -0.3 | nt | 5 | 1 | 0.0 | 0.2 | 1 | 6 | -6 |
| COc1cccc(-n2c(SCC(=O)N3CCOCC3)nnc2-c2c[nH]c3ccccc23)c1 | -0.6 | 11* | 6 | 4 | 1.4 | -0.3 | -1 | 10 | -9 |
| Cn1c(=O)c2c(ncn2CCCc2ccccc2)n(C)c1=O | -2.0 | nt | -13 | 2 | -0.4 | 3.3 | 2 | -1 | -5 |
| CCCCCn1nc(C)c2c(C)cc(=O)[nH]c21 | -0.6 | nt | -1 | -2 | -0.4 | -0.8 | 3 | 1 | -10 |
| COc1ccc(OCC(=O)N2CCN(C/C=C/c3ccccc3)CC2)cc1 | -0.3 | 1.8 | -1 | 6 | 6.1 | 0.3 | -8 | 22 | 0 |
| O=C(Cc1ccc(Cl)cc1)NNC(=O)C(=O)NC1CCCCC1 | -0.8 | 0.2 | -14 | 9 | -1.3 | -0.7 | nt | 1 | -9 |
| CCOc1ccc(NC(=O)Nc2nnc(CC(=O)NCc3ccccc3)s2)cc1 | -0.3 | 0.3 | -1 | -4 | 0.1 | 0.9 | -3 | -10 | -2 |
| COc1cc2c(cc1NC(=O)c1ccc3c(c1)OCO3)oc1ccccc12 | i | -0.1 | 0 | 2 | 0.3 | 0.8 | -2 | -7 | -13 |
| CC(=O)Oc1cc(OC(C)=O)c2c(=O)c(-c3ccc4c(c3)OCCCO4)c(C)oc2c1 | -0.4 | 0.6 | 4 | 3 | 0.4 | -7.7 | 2 | 0 | -6 |
| Cc1ccc(NC(=O)NCC2CCN(Cc3cc(C)ccc3Cl)CC2)c(C)c1 | i | 0.5 | -8 | -15 | -0.6 | -0.5 | 2 | 3 | -8 |
| CCCc1cc(=O)[nH]c(SCC(=O)Nc2cccc3ccccc23)n1 | -0.3 | -0.6 | -6 | -8 | 0.7 | -0.7 | 2 | -1 | -4 |
| CCN(CC)CCN1C(=O)c2oc3ccccc3c(=O)c2C1c1ccccc1 (stereo not given) | -0.4 | nt | -3 | nt | -0.7 | -0.6 | 8 | -13 | -6 |
| CCCn1nnc(NC(=O)c2cccc(OCC(C)C)c2)n1 | i | nt | 4 | 2 | -0.6 | 1.3 | 2 | -2 | 3 |
| CCN(C(=O)Cn1nc(C)c([N+](=O)[O-])c1C)C1CCS(=O)(=O)C1 (stereo not given) | -2.8 | 0.8 | -4 | -2 | -1.9 | -4.4 | nt | 3 | -2 |
| Cc1ccc(S(=O)(=O)N2CCCCC2)cc1NC(=O)C1=NN(c2ccccc2)C(=O)CC1 | -3.8 | 0.6 | 0 | -6 | 0.0 | 2.4 | nt | 2 | 1 |
| CC1=C(C(=O)Nc2ccc(F)cc2)C(c2ccc(C)o2)C2=C(CC(C)(C)CC2=O)N1 (stereo not given) | i | nt | -2 | -3 | -0.1 | -0.7 | 1 | 2 | -17 |
| COc1cccc(-c2nnc(SCC(=O)Nc3cc(C)on3)o2)c1 | -0.4 | nt | 0 | 3 | -0.2 | 0.1 | 1 | -9 | -2 |
| O=[N+]([O-])c1ccc2nc(Cl)nc(-c3ccccc3)c2c1 | -0.3 | 0.7 | -1 | -27 | -0.8 | 0.1 | 1 | 0 | -8 |
| COc1ccc(-c2cc(C(=O)NC3CCCC3)c3ccccc3n2)cc1 | i | 1.6 | -10 | -4 | -1.0 | -2.8 | 0 | 7 | -4 |
| Cc1ccccc1NC(=O)Cc1nc(COC(=O)CCc2ccccc2)cs1 | 0.4 | 1.5 | 1 | 10 | -0.6 | 0.7 | nt | 8 | 4 |
| C=CCNC(=S)N1CCN(CCN=Cc2c(C)[nH]n(-c3ccc([N+](=O)[O-])cc3)c2=O)CC1 | -0.3 | 0.8 | 0 | 4 | -1.5 | 0.2 | 3 | 0 | -2 |
| COc1ccc(Cl)cc1NC(=S)N1CCN(c2ncccn2)CC1 | i | 1.6 | 0 | 3 | 0.1 | 0.9 | 5 | 3 | -5 |
| COC(=O)Cc1cc(=O)[nH]c(/N=C(\N)Nc2ccc(C(C)C)cc2)n1 | -1.4 | 0.5 | -3 | 0 | 10 | 0.2 | 0 | 16 | nt |
| CC(=O)c1ccc(S(=O)(=O)NCCC(=O)N2CCN(c3ccccn3)CC2)cc1 | i | 0.8 | 1 | -6 | 2.3 | 2.8 | nt | 1 | -9 |
| O=C(NCCc1nc2ccccc2[nH]1)/C(=C/c1ccc2c(c1)OCO2)NC(=O)c1ccc(Cl)cc1Cl | -0.2 | nt | -2 | 8 | 1.7 | 0.0 | 6 | 15 | 2 |
| COc1cc(Nc2c3c(nc4ccccc24)CCC3)cc(OC)c1OC | -0.6 | 0.9 | 9 | -2 | 1.5 | 0.8 | -1 | 0 | 12 |
| CC(Cc1cccs1)NC(=S)Nc1ccccc1 (stereo not given) | -0.3 | 2.4 | 0 | 2 | 0.1 | -0.5 | -4 | 2 | -9 |
| COc1ccc(NC(=O)Nc2ccc(C)cc2Br)c(OC)c1 | -0.9 | 1.1 | -2 | 5 | -1.4 | 0.1 | 3 | 3 | -3 |
| O=C(COC(=O)c1ccc(CNS(=O)(=O)c2ccc(F)c(Cl)c2)cc1)NCC1CCCCC1 | -0.1 | 0.7 | -1 | -3 | -1.0 | 0.0 | 3 | 15 | -1 |

The closing 2 entries of the section before open the next one.
| structure | Vc quorum ag | TcdB GH inh | Anthrax LF inh2 | PrPC surface inh | PfHsp40 yeast | BoNT A protease | SARS 3CLpro inh | Yp Topo-I inh | SSB-PriA inh |
| --- | --- | --- | --- | --- | --- | --- | --- | --- | --- |
| COc1ccc(NC(=O)Nc2ccc(C)cc2Br)c(OC)c1 | -0.9 | 1.1 | -2 | 5 | -1.4 | 0.1 | 3 | 3 | -3 |
| O=C(COC(=O)c1ccc(CNS(=O)(=O)c2ccc(F)c(Cl)c2)cc1)NCC1CCCCC1 | -0.1 | 0.7 | -1 | -3 | -1.0 | 0.0 | 3 | 15 | -1 |
| COc1ccc(/C=N/N=C2\SC(CC(=O)O)C(=O)N2c2ccccc2)cc1 (stereo not given) | -0.1 | -0.4 | 0 | 3 | 1.6 | -0.5 | 1 | 4 | nt |
| Cc1cccc(-n2nc([N+](=O)[O-])c(=NCc3cccnc3)n2O)c1 | i | nt | -8 | -51 | 0.0 | 0.6 | 3 | 2 | 15 |
| COCCNCCCOc1ccc(Cl)cc1Br | i | 0.9 | -1 | -1 | -0.3 | 1.0 | 3 | -1 | -3 |
| CCCc1cc(CNC(=O)C2CCC(=O)N(Cc3ccccc3F)C2)on1 (stereo not given) | -0.3 | -1.3 | 1 | -4 | 9.0 | -2.8 | -3 | 1 | 1 |
| CC(c1ccccc1)N1CC(C(=O)Nc2nccs2)CC1=O (stereo not given) | -0.4 | 0.5 | -1 | -4 | -2.3 | -0.1 | 2 | 12 | -5 |
| CCCOc1ccc(-c2c(C(=O)N/N=C/c3ccccc3OCC)nnn2-c2nonc2N)cc1 | -0.3 | -0.3 | 2 | -2 | 1.0 | 0.6 | 5 | -2 | nt |

Among those listed so far, these have a furan ring, fused or not:
| structure | Vc quorum ag | TcdB GH inh | Anthrax LF inh2 | PrPC surface inh | PfHsp40 yeast | BoNT A protease | SARS 3CLpro inh | Yp Topo-I inh | SSB-PriA inh |
| --- | --- | --- | --- | --- | --- | --- | --- | --- | --- |
| O=C(N/N=C/c1cn(-c2ccccc2)nc1-c1cc2ccccc2o1)c1cccnc1 | i | -0.8 | -2 | 1 | 0.2 | -0.8 | -2 | 0 | nt |
| COc1ccccc1NS(=O)(=O)c1cccc(C(=O)N/N=C/c2ccc(C)o2)c1 | -0.2 | 1.2 | -6 | -1 | -1.1 | 1.4 | 3 | 7 | nt |
| Cc1occc1C(=O)NC(C)c1ccc2c(c1)OCO2 (stereo not given) | 4.2 | 0.6 | -2 | -1 | -0.7 | -0.1 | -7 | -1 | -12 |
| COc1cc2c(cc1NC(=O)c1ccc3c(c1)OCO3)oc1ccccc12 | i | -0.1 | 0 | 2 | 0.3 | 0.8 | -2 | -7 | -13 |
| CC1=C(C(=O)Nc2ccc(F)cc2)C(c2ccc(C)o2)C2=C(CC(C)(C)CC2=O)N1 (stereo not given) | i | nt | -2 | -3 | -0.1 | -0.7 | 1 | 2 | -17 |
